Screening data as filed in PubChem BioAssay.
RBBP9 inh – inhibitors of human serine hydrolase RBBP9; O75884; recombinant RBBP9, FP-Rh probe fluorescence polarization; inhibition, % at 7.94 µM; actives 0.2% (n = 220,000);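 active means inhibition above the campaign mean of all tested compounds plus 3 SD, cut at about 14% in these data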;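 further: plate controls were DMSO wells with RBBP9 for no effect and wells lacking RBBP9 protein for full effect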
Target sequence (O75884 whole entry, looked up): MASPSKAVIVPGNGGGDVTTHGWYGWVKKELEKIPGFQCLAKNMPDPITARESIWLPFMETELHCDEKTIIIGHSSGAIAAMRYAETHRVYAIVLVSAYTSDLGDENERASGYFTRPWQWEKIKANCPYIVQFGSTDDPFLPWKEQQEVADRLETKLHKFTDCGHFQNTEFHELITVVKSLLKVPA
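Controls: DMSO-treated enzyme wells and wells lacking RBBP9 | Material: RBBP9 protein | Technique: Fluorescence polarization | Replication: Single well per compound, no replicates | Buffer or medium: Tris-NaCl-Pluronic buffer, pH 8.0 | Timing: 30 min compound preincubation, 45 min probe labeling, 25 °C | Read-out basis: Percent inhibition from mP, scaled between DMSO and no-protein wells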
PERK inhibitor – blocks human PERK kinase; CHO PERK-DD fusion, SEAP luminescence translation reporter; inhibition, % at 5.6 µM; actives 0.17% (n = 220,000); AID 1416;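 active means inhibition above the mean inhibition of all tested compounds plus 3 SD, set separately per screening campaign, cut at about 2.9% in these data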;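 further: PERK kinase domain activated by AP20187 dimerizer at 100 nM; 0% = DMSO with dimerizer and 100% = rapamycin at 8.4 µM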
TNF necrop inh – inhibitors of TNF-alpha induced necroptosis in Jurkat FADD-/- cells | Jurkat FADD-/- TNF necroptosis rescue, ATP luminescence, 24 h; 0 = TNF only, 100 = no-TNF cells | activation (protection from cell death), % at 10 µM | actives 0.068% (n = 220,000);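 active means activation, meaning protection from cell death, of at least 50% relative to plate controls; inactive means activation below 50%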;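 further: necroptosis triggered by 40 ng/mL TNF-alpha added together with compound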
Runt-CBFb FRET – inhibitors of human RUNX1 Runt domain binding to CBFb. Q01196+Q13951. actives 0.46% (n = 220,000). Cerulean-Runt/Venus-CBFb FRET ratio 530/480, 1 h. AID 1496. inhibition, % at 20 µM;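 active means inhibition over about 50% at 20 µM in the single-dose screen, limit read from the data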;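 further: 0% = DMSO wells and 100% = excess unlabeled CBFb competitor control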
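Buffer or medium: Tris pH 7.5 buffer with BSA. Assay system: Cerulean-labeled Runt domain protein. Amount: each fluorescent fusion protein 100 nM. Read-out basis: loss of energy transfer signal. Incubation: 1 h compound exposure, room temperature. Probe or stimulus: Venus-CBFb binding partner, 100 nM. Detection: FRET, excitation 422 nm, emission at 530 and 480 nm.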
Runt-SMMHC FRET – blocks binding of human RUNX1 Runt domain to CBFb-SMMHC; actives 0.74% (n = 220,000); inhibition, % at 20 µM; Q01196+Q13951; AID 1434; Cerulean-Runt/Venus-CBFb-SMMHC FRET ratio 530/480, 1 h;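 active means mean inhibition across duplicate retests at 20 µM reaching about 50%, limit read from the data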;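 further: 0% = DMSO wells and 100% = wells with excess untagged CBFb-SMMHC; inhibitors lower the FRET ratio by blocking Runt binding to CBFb-SMMHC; some results filed as inactive read as strong as hits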
EP2 mod – modulators of human EP2 prostaglandin E2 receptor | P43116 | EP2-expressing cells, cAMP HTRF FRET, PGE2 co-stimulation | induction, % at 25 µM | actives 0.83% (n = 260,000) | AID 940;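 active means compounds whose cAMP rise, as percent of the full-agonist control response, exceeds 60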;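 further: rat C6 glioma line stably carrying human EP2 under a CMV promoter; the protocol text gives 20 µM as final concentration; 100% = response of wells given 1 µM PGE2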
Target sequence (P43116 whole entry, looked up): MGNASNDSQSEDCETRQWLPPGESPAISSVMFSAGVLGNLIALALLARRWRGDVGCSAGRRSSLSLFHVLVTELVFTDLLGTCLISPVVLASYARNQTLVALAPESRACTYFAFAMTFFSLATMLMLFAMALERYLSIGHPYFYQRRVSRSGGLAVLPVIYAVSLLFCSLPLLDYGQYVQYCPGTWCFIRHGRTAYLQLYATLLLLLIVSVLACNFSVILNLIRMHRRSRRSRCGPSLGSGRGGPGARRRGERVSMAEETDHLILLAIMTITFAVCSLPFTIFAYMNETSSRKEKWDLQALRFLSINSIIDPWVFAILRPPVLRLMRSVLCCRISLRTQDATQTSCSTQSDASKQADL
EP2 antag – blocks the human prostaglandin E2 receptor EP2. actives 0.52% (n = 260,000). AID 1422. inhibition, % at 25 µM. C6 glioma cells expressing human EP2, cAMP TR-FRET; cells stimulated with saturating PGE2. P43116;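 active means percent inhibition above 40 after rounding to a whole number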;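 further: rat C6 glioma host cells with rolipram phosphodiesterase inhibitor present; the protocol text gives 20 µM as final concentration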
zVAD death inh – blocks zVAD induced death of L929 cells; L929 zVAD necroptosis rescue, ATP luminescence, 24 h; with zVAD 60 µM; viability rescue, % at 10 µM; actives 0.38% (n = 220,000); AID 1377;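 active means activation, scaled between plate controls, above about 75%, limit read from the data; inactive means activation under that limit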;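 further: 0% = zVAD with DMSO and 100% = DMSO alone without zVAD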
Hck-Nef inh – human Hck-Nef kinase inhibition | actives 0.68% (n = 220,000) | inhibition, % at 20 µM | Recombinant Hck-YEEI plus Nef, Z-Lyte FRET kinase assay | AID 463187;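 active means Hck-Nef kinase inhibition above about 50%, limit read from the data; inactive means inhibition below that limit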;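 further: 0% = DMSO with Hck plus Nef and 100% = Hck alone without Nef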
Target sequence (P08631 whole entry, looked up): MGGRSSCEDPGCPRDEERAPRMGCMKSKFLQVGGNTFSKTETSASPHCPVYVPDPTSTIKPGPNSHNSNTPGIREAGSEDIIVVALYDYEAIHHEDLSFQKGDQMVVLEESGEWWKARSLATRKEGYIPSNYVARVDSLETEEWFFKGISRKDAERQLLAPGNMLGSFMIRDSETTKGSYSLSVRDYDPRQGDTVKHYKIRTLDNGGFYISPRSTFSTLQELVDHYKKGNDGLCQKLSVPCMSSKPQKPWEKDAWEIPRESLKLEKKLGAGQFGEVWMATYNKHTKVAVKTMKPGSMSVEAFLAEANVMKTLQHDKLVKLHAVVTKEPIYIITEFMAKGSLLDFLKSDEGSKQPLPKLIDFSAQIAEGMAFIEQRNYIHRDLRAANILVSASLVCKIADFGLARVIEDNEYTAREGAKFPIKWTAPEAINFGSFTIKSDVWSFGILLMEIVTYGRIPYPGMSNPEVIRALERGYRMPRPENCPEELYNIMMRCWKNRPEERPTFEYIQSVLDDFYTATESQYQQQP
Numbers without * were called inactive; nt = no result given; & = joins results of further samples. Only part of the results is shown; rates above refer to the full screens.

SMILES	RBBP9 inh	PERK inhibitor	TNF necrop inh	Runt-CBFb FRET	Runt-SMMHC FRET	EP2 mod	EP2 antag	zVAD death inh	Hck-Nef inh
Nc1ncn(-c2ncc(C(F)(F)F)cc2Cl)n1	-6	1.9	1.1	-1	2	5	5	0.3	4
COc1cc(C(=O)NC(=S)Nc2ccc([N+](=O)[O-])cc2)cc(OC)c1OC	-11	-0.1	0.6	2	4	6	6	0.2	0
CC(C)CCSc1cc(NCCO)c([N+](=O)[O-])c2nonc12	-1	-0.5	0.5	-8	5	-28	4	0.0	12
CC(NC(=O)COC(=O)c1ccc2c(c1)OCO2)c1ccccc1 (stereo unspecified)	-8	-0.5	0.6	-2	-4	4	2	-0.5	10
Cc1c[nH]c(=O)c([N+](=O)[O-])c1	-4	3.8*	4.8	1	-6	17	7	0.3	-3
CCN1CCN(CCCNC(=O)c2cc3c(=O)[nH]c4ccccc4c3s2)CC1	2	-0.3	-1.9	0	-4	8	7	66	0
N#Cc1ccccc1NC(=O)COC(=O)CCc1ccc(S(=O)(=O)N2CCCCC2)cc1	-3	1.2	1.4	0	-6	3	10	0.7	0
C=CCn1c(C)c(C(C)=O)c(N2CCN(c3ccccc3)CC2)nc1=S	3	0.5	-0.2	-180	-38	-20	2	-0.1	1
Cc1ccc(-c2nc3c4ccccc4ccn3c2CN2CCCCC2)cc1	-12	-2.4	1.8	2	2	29	4	-0.2	17
CCOC(=O)CC1C(=O)NCCN1S(=O)(=O)c1cc(Cl)c(Cl)cc1Cl (stereo unspecified)	-4	-0.1	-7.1	-3	-1	13	9	-0.3	-1
O=C(c1ccc(Cl)cc1)C(Cn1cncn1)C(Sc1ccccc1)c1ccccc1 (stereo unspecified)	-12	-0.9	-15	-6	-8	57	14	-0.6	-9
COCCN1CCCC(CNCc2cn(C)nc2-c2ccc(Oc3ccccc3)cc2)C1 (stereo unspecified)	-9	-0.7	2.9	1	0	-54	11	28	21
O=C(C[n+]1ccc(C(=O)N/N=C/c2ccc(O)cc2)cc1)c1ccccc1	0	0.6	0.1	4	6	-4	2	0.1	1
COc1ccc(-c2cc(C(=O)NCc3ccc(Cl)cc3)no2)cc1OC	5	0.4	-1.1	0	2	-6	3	0.4	-1
Cc1occc1C(=O)Nc1nnc(C2CCCCC2)s1	-11	-0.6	4.6	-4	2	-9	3	24	0
CC(=O)Oc1ccc(-c2csc(Nc3ccc(S(N)(=O)=O)cc3)n2)cc1	-3	0.1	-8.3	nt	nt	-53	16	1.0	22
Cc1ccc(NC(=O)CN2CCCCC2)c2c1CC(C)(C)O2	-8	0.0	-0.1	2	2	15	2	0.2	-8
COc1ccccc1NC(=O)C(=O)N/N=C/c1ccc([N+](=O)[O-])s1	-9	0.6	-3.3	9	-7	-2	5	0.1	23
O=C1CCCN1c1cccc(Br)c1	1	1.1	1.6	1	0	-18	13	nt	1
CCCn1c(SCC(=O)Nc2nc(-c3ccc(OC)cc3)cs2)nc2c1c(=O)n(C)c(=O)n2C	-13	0.6	-8.6	0	-5	-45	10	-0.4	4
CN(C)c1ccc(C(=O)/C=C/c2ccco2)cc1	-7	0.8	1.2	24	9	1	7	2.0	6
Cc1ccc(S(=O)(=O)Oc2ccc(/C=C3/N=C(c4ccccc4)OC3=O)cc2)cc1	7	0.3	0.2	-3	0	18	4	0.1	1
O=C(Nc1ccc(-c2cn3ccsc3n2)cc1)C1CC1	-7	0.7	-5.6	-2	-7	-9	11	1.2	2
COc1ccc(NS(=O)(=O)c2cccc(NC(=O)CNC(C)=O)c2)cc1	-7	-0.1	4.6	-2	-1	4	1	-0.3	9
CCN(C(=O)c1cccnc1)c1ccccc1	0	0.2	0.6	0	-3	14	9	-0.1	1
CCn1c(SCC(=O)NNC(=S)Nc2ccccc2)nnc1-c1ccc(Cl)cc1	-6	0.1	0.7	3	5	31	5	0.6	0
O=C(COC(=O)c1ccc2ccccc2n1)c1ccc(F)cc1	-2	1.1	0.0	2	1	-12	2	4.5	19
Cc1noc(C)c1CSc1nc2ccccc2n1CCc1ccccc1	-2	-0.5	-6.4	3	-1	36	6	-0.7	5
O=C(NCC(c1cccnc1)N1CCOCC1)NC1CCCCC1 (stereo unspecified)	-4	1.0	0.4	2	-3	8	7	1.7	19
CCn1cc(C(=O)OCC(=O)N(C)C2CCS(=O)(=O)C2)c(=O)c2ccc(C)nc21 (stereo unspecified)	2	0.5	-3.3	-2	4	20	9	0.0	1
Cc1scc(C(=O)N2CCN(S(C)(=O)=O)CC2)c1-c1ccccc1	-4	0.6	-1.7	0	2	6	7	-0.3	3
CC1CCCCC1n1c(-c2cccnc2)n[nH]c1=S (stereo unspecified)	-3	1.3	-2.6	4	9	18	3	1.5	5
COc1ccc(/C=N/OCC(=O)Nc2cc(C)on2)cc1OC	-11	0.8	0.4	1	1	5	9	27	3
CCN(CC)c1ccc(NC(=O)COC(=O)/C=C/c2nc3ccccc3s2)cc1	-8	1.7	-1.4	7	-10	-3	5	2.7	6
O=C1CC(/C=C/c2ccc([N+](=O)[O-])cc2)=Nc2ccccc2N1	-8	0.4	-0.4	0	0	0	13	-0.8	8
O=C(CC1S/C(=N/N=C/c2ccco2)NC1=O)Nc1ccccc1 (stereo unspecified)	-2	1.7	1.4	2	17	2	5	1.4	-1
O=C(Nc1ccc(O)c2c(=O)cc(-c3ccccc3Cl)oc12)c1ccc(Cl)c(Cl)c1	nt	nt	-0.3	-1	0	22	12	-0.5	28
CCOC(=O)c1ccccc1-n1nnnc1C	9	-0.2	2.9	1	-3	1	8	-0.2	6
Cc1ccnc(NC(=O)COC(=O)C2COc3ccccc3O2)n1 (stereo unspecified)	-6	1.3	0.7	0	-1	-5	3	2.0	3
COc1ccc(NC(=S)N(Cc2cccc(Br)c2)CC2CCC(C(=O)O)CC2)cc1 (stereo unspecified)	-7	0.3	-0.3	-2	-1	19	8	-0.1	8
Cc1cc(NC(=O)C2CC(c3ccc(Cl)cc3)=NO2)no1 (stereo unspecified)	-4	1.1	0.7	0	2	-24&12	12&16	-0.1	2
CC(N=C1NS(=O)(=O)c2ccccc21)C(=O)NCCCc1ccccc1 (stereo unspecified)	-1	0.3	0.7	0	3	17	5	1.6	20
COc1ccc(NC(=O)CSc2ccc3c(c2)OCCO3)cc1OC	-3	0.2	-0.9	0	-2	-7	9	-0.1	1
CCOC(=O)/C(C#N)=C\c1cccnc1	-3	1.1	0.6	0	-1	20	3	1.0	17
c1cnc2c(C3NCCc4c3[nH]c3ccccc43)cccc2c1 (stereo unspecified)	-10	-0.1	2.5	0	1	-44	33	3.7	-17
O=S1(=O)C=C(SCc2ccc(F)cc2)Nc2ccccc21	1	0.1	0.5	-2	-4	-47	4	0.6	5
O=C(CCN1CCN(CC(=O)Nc2ccccc2F)CC1)Nc1ccccc1F	-4	-1.2	-0.5	-1	1	25	7	0.1	-20
CCOC(=O)C1CCCN(C(=O)c2ccc([N+](=O)[O-])c(C)c2)C1 (stereo unspecified)	-3	0.0	-0.2	-2	0	8	6	0.3	3
O=C(/C=C1\NC2(CCCC2)Cc2ccccc21)N1CCOCC1	3	0.5	-2.0	0	-10	21	9	-0.3	1
Cc1ccccc1-n1c(=O)/c(=C\c2ccco2)s/c1=C(/C#N)C(=O)Nc1ccccc1	2	-1.1	-7.7	17	-12	1	6	0.2	0
N#Cc1cnn2cc(-c3ncc(C(F)(F)F)cc3Cl)cnc12	-5	-0.6	-5.2	-2	1	11	10	-0.1	-1
CCOC(=O)c1cc(C#N)c(N2CCOCC2)nc1-c1ccccc1	-1	0.0	-1.0	-2	3	39	9	0.3	1
O=C1c2cccc3cccc(c23)C(=O)N1c1ccccn1	-11	-1.4	-0.9	3	3	0	3	0.1	13
O=c1[nH]c(NNC(=S)NCc2ccccc2)nc2c1C1(CCCCC1)Cc1ccccc1-2	-22	-0.1	2.0	12	10	32	0	0.8	0
O=c1ccc(-c2n[nH]c(=S)n2-c2ccc(F)c(Cl)c2)n[nH]1	0	0.9	-0.3	4	6	23	10	2.1	9
CN(C)CCCN1C(=O)C(=O)/C(=C(/O)c2ccc3c(c2)OCO3)C1c1cccnc1 (stereo unspecified)	-5	0.4	-0.6	nt	nt	nt	nt	0.1	0
COc1cccc(C(=O)Nc2cccc(OCC(=O)O)c2)c1	0	0.2	-2.2	2	-1	93*	6	0.1	5
Cc1oc(C(C)(C)C)cc1C(=O)Nc1ccc(N2CCOCC2)cc1	-11	1.1	5.0	3	1	-57	15	22	2
Cc1cccc(NC(=O)COC(=O)CNC(=O)C2CCCCC2)c1	-1	2.8	0.2	5	0	16	6	1.8	2
Cc1nc(SCc2ccc([N+](=O)[O-])cc2)nc2ccccc12	10	0.2	-4.7	-1	-3	2	4	0.0	2

A second format for two compounds above.
canonical_smiles: O=C1c2cccc3cccc(c23)C(=O)N1c1ccccn1
  RBBP9 inh: -11; PERK inhibitor: -1.4; TNF necrop inh: -0.9; Runt-CBFb FRET: 3; Runt-SMMHC FRET: 3; EP2 mod: 0; EP2 antag: 3; zVAD death inh: 0.1; Hck-Nef inh: 13
canonical_smiles: N#Cc1cnn2cc(-c3ncc(C(F)(F)F)cc3Cl)cnc12
  RBBP9 inh: -5; PERK inhibitor: -0.6; TNF necrop inh: -5.2; Runt-CBFb FRET: -2; Runt-SMMHC FRET: 1; EP2 mod: 11; EP2 antag: 10; zVAD death inh: -0.1; Hck-Nef inh: -1

Following part.
SMILES	RBBP9 inh	PERK inhibitor	TNF necrop inh	Runt-CBFb FRET	Runt-SMMHC FRET	EP2 mod	EP2 antag	zVAD death inh	Hck-Nef inh
O=[N+]([O-])c1ccc(NC(=S)NCC(c2cccnc2)N2CCOCC2)cc1 (stereo unspecified)	-2	1.3	2.0	0	-1	-30	1	2.3	18
Nn1cc(-c2ccccc2)nc1SCC(=O)N1CCN(S(=O)(=O)c2ccc3ccccc3c2)CC1	-1	-0.1	-4.4	0	-3	-49	11	0.5	6
CCCCN(CC)C(=O)c1cc2cc3ccc(OC)cc3nc2o1	-5	0.2	-4.5	-5	3	17	14	1.5	-1
S=c1[nH]nc(-c2ccco2)n1-c1cccc2ccccc12	-9	0.9	-1.6	3	10	32	6	0.1	0
Cc1cc(C)n(Cc2n[nH]c(=S)n2Cc2ccccc2)n1	-3	1.4	-0.9	4	3	-2	-3	-0.3	-1
CCOc1ccc2nc(NC(=O)c3cccc(-c4cc5ccccc5oc4=O)c3)sc2c1	-15	0.1	0.3	-1	-5	17	5	1.2	43
CC1=[N+](C)c2ccc3ccccc3c2C1(C)C	-57	-0.3	-6.9	4	3	-2	11	-0.7	15
O=C(COc1ccc2ccccc2c1Br)Nn1cnnc1	2	0.9	-1.8	0	1	47	18	-0.3	3
Cn1ccnc1SCC(=O)Nc1nc2ccccc2s1	4	0.6	2.0	2	-3	-36	8	1.2	-16
